# ALOX12 inh = inhibitors of human 12S-lipoxygenase ALOX12 | P18054 | purified 12hLO, xylenol orange hydroperoxide absorbance | Potency, µM (highest dose often 108 µM), inactives show at the highest dose activity change, negative = inhibition, usual class: inhibitors | hit rate 1.1% among 580,000; active = well fitted inhibition curve with a large enough effect; inconclusive = small, poorly fitted or top-dose-only effect, or another doubt; inactive = no such curve, though single readings can be large or run the other way
# Target sequence (P18054 whole entry, looked up): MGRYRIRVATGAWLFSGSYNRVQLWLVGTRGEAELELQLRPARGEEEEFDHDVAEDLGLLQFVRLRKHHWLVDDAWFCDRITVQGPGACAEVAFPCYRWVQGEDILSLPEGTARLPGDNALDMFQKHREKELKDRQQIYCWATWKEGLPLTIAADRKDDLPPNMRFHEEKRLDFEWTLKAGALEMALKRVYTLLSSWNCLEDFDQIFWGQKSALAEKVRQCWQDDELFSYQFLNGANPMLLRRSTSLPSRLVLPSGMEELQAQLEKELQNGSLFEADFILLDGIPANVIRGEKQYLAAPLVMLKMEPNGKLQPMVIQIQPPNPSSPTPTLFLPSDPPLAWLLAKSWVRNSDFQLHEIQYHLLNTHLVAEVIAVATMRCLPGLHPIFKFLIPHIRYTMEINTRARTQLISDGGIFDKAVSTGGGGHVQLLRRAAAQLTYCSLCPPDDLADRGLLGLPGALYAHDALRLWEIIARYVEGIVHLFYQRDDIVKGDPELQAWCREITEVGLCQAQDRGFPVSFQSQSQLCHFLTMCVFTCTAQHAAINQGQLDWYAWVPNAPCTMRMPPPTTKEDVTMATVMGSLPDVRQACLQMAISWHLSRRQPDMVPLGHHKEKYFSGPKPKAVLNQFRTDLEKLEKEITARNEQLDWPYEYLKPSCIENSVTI
#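 Purified human 12hLO (150 nM final) in 25 mM Hepes, 0.01% Triton X-100, pH 7.0 was preincubated 15 min at room temperature with compound. Then 40 uM arachidonic acid was added, 30 min. Hydroperoxide was read by Fe-XO absorbance ratio 573/405 nm.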
# An asterisk follows results filed as active; u = inconclusive; [ ] = another dose, or the depositor's remark. % is set by controls: 0 for no effect and ±100 for the full control effect; potency is the fitted concentration of half-maximal effect. A portion of the library. The share of hits here may be higher or lower than overall.
mol	ALOX12 inh
O=C(COCc1nc2ccccc2c(=O)[nH]1)Nc1nc(-c2ccc3ccccc3c2)cs1	-4%
CCOc1ccc(CCN2C(=O)C(=O)N([C@@H](CC(C)C)CN3CCC[C@H]3CN3C(=O)C(=O)NC[C@@H]3CC(C)C)C[C@@H]2CC(C)C)cc1	u
CCC(CC)NC(=O)c1c(OCC2CC2)cc(=O)n2c1CCCCC2	43%[activator]
CN(C)c1ccc(CN2CCC3(COc4ccccc4C(=O)N3)C2)cc1 (stereo unspecified)	20%
CN(C)[C@@H]1C[C@H](CO)[C@@H](O)[C@H]1O	15%[176 µM]
Cc1ccccc1NCCC(=O)N(C)Cc1ccc(C(=O)NCC(F)(F)F)cc1	u
Cc1ccc(NC(=O)CSc2nnc(OC(C)C)s2)c(Cl)c1	7%
COc1ccc(OC)c(-c2cc3ccc(OC)cc3oc2=O)c1	55%[activator]
Cc1ccc(C(=O)NCCC(=O)N2CCCC2)c(C)c1	19%
O=C(O)[C@H]1C[C@@H](C(=O)NCc2ccncc2)CN(C(=O)CC2CCCC2)C1	-14%
Cc1ccccc1NC(=O)CSc1nc2nccnc2c(=O)n1CCc1ccccc1	-1%
COCCNC(=O)[C@@H]1C[C@H](Oc2cccnc2)CN1C(=O)c1sc(C)nc1C	23%
CCc1nccn1CCNC(=O)C1CCN(C(=O)C2CCC2)CC1	29%
Cc1nc2cnc(OCc3ccccc3)nc2n(C)c1=O	88%[activator]
COCC(=O)N1CCC2(CC1)CN(Cc1cc(C(F)(F)F)cc(C(F)(F)F)c1)C2	-9%[57.4 µM]
Fc1ccc2cnc(-c3ccsc3)cc2c1	u
COc1ccc(S(=O)(=O)N2CCc3c(C(=O)NCc4ccncc4)cccc32)cc1	13%
O=C(c1ccccc1F)N(C1CCCC1)C1CC1	u
Cc1cc(CN(C)C(=O)[C@H]2C[C@@H](C(=O)O)N(C)[C@H]2c2cccc(F)c2F)on1	14%
COc1ccc(OC)c(NC(=O)CC2CCCN(c3cn[nH]c(=O)c3)C2)c1 (stereo unspecified)	9%
COCCCNC(=O)N1CCCCCCN(C)C(=O)CC1	51%[activator]
CCNC(=O)N(C)[C@H]1C[C@@H](c2ccccc2)N(C(C)=O)C[C@H]1CO	15%
Cc1cccc(NC(=O)N2CCC3(CC2)CC(N(C)Cc2ccccc2)CCO3)c1 (stereo unspecified)	29%
O=C(NCc1ccc(F)cc1)C1CN(c2ccc(F)cc2)C(=O)N1 (stereo unspecified)	13%
O=C(CN1CCCC(c2nc3ccccc3o2)C1)NC(=O)NC1CC1 (stereo unspecified)	45%[activator]

# 3 structures from above, arranged by length of the SMILES, rising.
mol	ALOX12 inh
Fc1ccc2cnc(-c3ccsc3)cc2c1	u
Cc1ccc(NC(=O)CSc2nnc(OC(C)C)s2)c(Cl)c1	7%
COc1ccc(OC)c(NC(=O)CC2CCCN(c3cn[nH]c(=O)c3)C2)c1 (stereo unspecified)	9%

# Other compounds.
mol	ALOX12 inh
Cn1ccnc1CNC(=O)C[C@@H]1C[C@H]2O[C@H](CNCc3ccccc3C(F)(F)F)[C@@H](O)[C@H]2O1	28%
CC(NC(=O)c1coc(COc2ccc3c(c2)OCO3)n1)c1ccc2[nH]ccc2c1 (stereo unspecified)	2%
COc1ccc(CCNC(=O)c2noc(-c3ccc(C)cc3)n2)cc1OC	28%
CN(C)c1cc(N2CCCC(NC(=O)Cc3ccc(F)cc3)C2)ncn1 (stereo unspecified)	16%
O=C(CC1CCCC1)N1CCC(N2CC(OCC3CC3)C23CCOCC3)CC1 (stereo unspecified)	48%[activator]
CCCCNc1nc(-c2ccc([N+](=O)[O-])cc2)nc2ccccc12	3%
c1ccc2cc(Nc3ccc4ccccc4c3)ccc2c1	-7%
CCOCC(=O)N1CCc2nc(N3CCN(C)CC3)sc2C1	29%
O=C1CCCC2=C1C(c1ccc(C(F)(F)F)cc1)C1=C(N2)c2ccccc2C1=O (stereo unspecified)	u
Cc1nc(N2CCC(C(=O)NCc3ccc(C(C)C)cc3)CC2)cc(C(F)(F)F)n1	u
O=C1CCC(C(=O)NCc2ccc(-c3cnc4c(Oc5ccccc5)nccn34)cc2)N1 (stereo unspecified)	-19%[176 µM]
Cc1ccc(Cl)c(OCC(=O)Nc2sc3c(c2C(=O)N2CCOCC2)CCCC3)c1	0%
COc1ccc(-c2cccc(COc3cnc4c(ccn4CC(=O)O)c3)c2)c(C)c1	45µM*
Brc1ccccc1/C=N/N(c1ccccc1)c1ccccc1	7%
Cc1ccc(C(=O)Oc2cccc3c(OC(=O)c4cccc(C)c4)cccc23)cc1	-28%
Cc1cccc(NC(=O)CCC2CCCC2)c1C	3%
COc1cccc(CC(=O)N2CCCn3nc(C)c(-c4ccccc4Oc4ccccc4)c32)c1	u
O=C(c1ccc2nccn2c1)N1CCC(C(O)CCc2ccccc2)CC1 (stereo unspecified)	8%
COc1ccc(Nc2cc(C(=O)N3CCOCC3)c3ccccc3n2)cc1	u
Cc1cc(C)c2oc(C(=O)Nc3ncc(Cc4ccccc4)s3)cc(=O)c2c1	15%
CCCCCc1ccc(-c2ccc(-c3ccc(O)cc3)cn2)cc1	10%
O=C(Nc1cccc(-c2nnc3n2CCCC3)c1)c1ccc2c(c1)OCO2	28%
COc1ccc(NC(=O)c2ccc3c(c2)OCCN(CCC(C)C)C3)cn1	-1%[176 µM]
Cc1ccc(CNC2CN(C(=O)OC(C)(C)C)C2)cc1	10%[12.5 µM]
CCOc1ccccc1C(=O)N[C@@H]1CN(C)C[C@H]1CN(C)C	52%[activator]

# No new results follow: an excerpt of the list.
mol	ALOX12 inh
Cc1ccc(CNC2CN(C(=O)OC(C)(C)C)C2)cc1	10%[12.5 µM]
CCOc1ccccc1C(=O)N[C@@H]1CN(C)C[C@H]1CN(C)C	52%[activator]

# The main list resumes with the three entries that preceded the break.
mol	ALOX12 inh
COc1ccc(NC(=O)c2ccc3c(c2)OCCN(CCC(C)C)C3)cn1	-1%[176 µM]
Cc1ccc(CNC2CN(C(=O)OC(C)(C)C)C2)cc1	10%[12.5 µM]
CCOc1ccccc1C(=O)N[C@@H]1CN(C)C[C@H]1CN(C)C	52%[activator]
Cc1nc(-c2nc3ccccc3s2)cs1	u
COc1cccc2c1ccn2CCNC(=O)Cn1nc2c(cc1=O)CCCC2	47%[activator]
COc1ccc(NC(=O)N2CCc3nc4cc[nH]n4c(=O)c3C2)cc1	8%
Cc1cnc(C(=O)N[C@@H]2CCC[C@@H]2C(=O)NCc2ccc(C)c(C)c2)cn1	-5%
Cc1ccc(-c2noc([C@@H]3CCCN3C(=O)c3ccc(C(C)(C)C)cc3)n2)cc1	u
CCOC(=O)C1=C(C)N(CC(C)C)C(=O)NC1c1ccccc1OC(F)F (stereo unspecified)	-9%
Cc1ccc(S(=O)(=O)N(CC(=O)N2CCN(C(=O)c3ccccc3)CC2)Cc2ccco2)cc1	u
Cc1cc(Cl)ccc1OC(=O)c1cc2ccccc2oc1=O	-7%
CC(=O)N1CC2(CCCCN2C2COC2)Cc2ccccc21 (stereo unspecified)	0%[6.33 µM]
Cc1ccc(-c2nc(C(=O)NC(C)c3ccc(F)cc3)no2)cc1 (stereo unspecified)	-3%
COc1cccc(CC(=O)N2CCC3(CC2)NC(=O)N(c2ccccc2)N3)c1	3.2µM*
COc1cc(CNC(=O)c2ccccc2-c2nc(-c3ccc(Cl)cc3)no2)cc(OC)c1OC	0%
COc1ccc(CCNC(=O)Cc2c(C)c3c(OC)cc(C)cc3oc2=O)cc1	-2%
C/C(=N/Nc1ccc(S(N)(=O)=O)cc1[N+](=O)[O-])c1ccc(Cl)c(Cl)c1	-39%
COC(=O)C1=C(C)NC(=S)NC1c1cccc(OC)c1 (stereo unspecified)	-25%
COc1ccc(NC(=O)CSc2nc(-c3cccs3)ccc2C#N)cc1	8%
CCCCNC(=O)c1nc2cc(C)c(C)cc2nc1-c1cccc(OC)c1	-1%
O=C(NCCc1noc(-c2ccncc2)n1)c1c2c(nc3ccccc13)CCCC2	40%[activator]
CC(=O)Nc1ncc2c(n1)CC(c1ccc(C(C)(C)C)cc1)CC2=O (stereo unspecified)	u
COC(=O)c1ccc(NC(=O)c2ccc(CNC(=O)OC(C)(C)C)cc2)cc1	-5%
O=C(Nc1cccc(F)c1)[C@@H]1C[C@@H](c2ccc(F)cc2)N([S+](=O)([O-])c2cccnc2)C1	u
O=C(COc1ccccc1Cl)c1ccc2ccccc2c1	-26%
COCCc1noc([C@@H]2CN(CC(C)C)C[C@H]2CO)n1	43%
CNC(=O)c1ccc(-c2nc(CN3CCN(C(=O)Nc4cc(C)ccc4C)CC3)c(C)o2)cc1	-21%
C[C@H]1CCCN1C(=O)c1nnc(COc2ccc(C#N)cc2)n1-c1cccnc1	21%[176 µM]

# ALOX12 inh: hit marks shown above
mol	ALOX12 inh
COc1ccc(-c2cccc(COc3cnc4c(ccn4CC(=O)O)c3)c2)c(C)c1	45µM*
COc1cccc(CC(=O)N2CCC3(CC2)NC(=O)N(c2ccccc2)N3)c1	3.2µM*

# The results go on:
mol	ALOX12 inh
Cc1oc(-c2cccc(Oc3ccccc3)c2)nc1CN(C)CCCO	71%[activator]
Cc1ccccc1OCC(O)CN(Cc1ccccc1)Cc1ccccc1 (stereo unspecified)	u
COCCn1c(C)nnc1-c1cc(-c2ccnc(C)c2)ccn1	-1%[176 µM]
COc1ccc(CN2CCc3nc(N4CCN(C)CC4)[nH]c(=O)c3CC2)c(Cl)c1OC	3%
CC(C)(C)NC(=O)C(CCc1ccccc1)n1c(=O)c(-c2cc3ccccc3[nH]2)nc2ccccc21 (stereo unspecified)	-11%
COc1ccccc1OCCN1C(=O)C2(SC(NC(C)=O)=NN2C(C)=O)c2ccccc21 (stereo unspecified)	30%
O=C(NCCSc1ccccc1)[C@H]1CNC[C@@H](C(=O)N2CCOCC2)C1	0%
COc1ccc(CN2CCC(CO)(CN3CCCC3)CC2)cc1OC	69%[activator]
CCOC(=O)N1CCN(C(=O)c2ccc(N3C(=O)CCS3(=O)=O)cc2)CC1	29%
O=Cc1cccc(-c2ccc(O)cc2)c1	3%[12.5 µM]
O=C(Nc1cccc(-c2nc3cc(Cl)ccc3o2)c1)C(F)(F)F	-3%
COc1cccc(OC)c1-c1nc(C)c(C)cc1C(N)=O	u
COCCNc1ncccc1-c1noc([C@@H]2CCCN2C2CCC2)n1	7%[176 µM]
Cc1[nH]c2ccc(C(=O)NCCN3CCN(C)CC3)cc2c1C	0%
CC1CCN(C(=O)Cn2nnnc2-c2ccc(Cl)cc2)CC1	u
Cc1ccc(NC(=O)CSc2ncccc2C#N)cc1C	u
O=C(Nc1cccnc1Oc1ccccc1)c1cccc(Cl)c1Cl	u
O=C1N(CCc2ccccc2)CCOC12CCN(Cc1ccc(F)c(Cl)c1)CC2	5%[176 µM]
CC1(C)CC(=O)C2=C(C1)OC(N)=C(C#N)C2c1cccnc1 (stereo unspecified)	-14%
O=C(Nc1cccc(F)c1)N1CCC(n2cnnc2C2CC2)C1 (stereo unspecified)	0%
CCOCCCNCc1cccc(Cl)c1	u
Cc1cccc(CN2CCc3nc(N4CCN(C)CC4)[nH]c(=O)c3CC2)c1	20%
CC(=O)N1C[C@@H](CO)[C@@H](N(C)C(=O)/C=C/c2ccccc2)C[C@H]1c1ccccc1	-6%
COC(=O)c1cc2c(c3c4cc(F)ccc4n(S(=O)(=O)c4ccccc4)c13)C(=O)N(Cc1ccccc1)C2	-18%
CC(NC(=O)CCCc1nc2ccccc2o1)c1ccccc1 (stereo unspecified)	41%[activator]
CCSc1oc(-c2ccccc2)nc1S(=O)(=O)c1ccc(F)cc1	10µM*
CC(=O)N1CCC(C(=O)N2CCC3(CC2)NC(=O)N(c2ccccc2)N3)CC1	1.6µM*
Cc1ccc(C2CC(c3ccccc3)=NN2S(C)(=O)=O)cc1 (stereo unspecified)	u
COc1ccc(C2Cn3cnc(C(=O)N4CCC(C(=O)NCc5ccncc5)CC4)c3CO2)cc1 (stereo unspecified)	30%
COc1ccc(C(C(=O)NC2CCCC2)n2c(CSCCOc3ccccc3)nc3ccccc32)cc1 (stereo unspecified)	-2%
O=C(c1ccccc1)N1CCC(N2CC3CCCN3C2=O)CC1 (stereo unspecified)	34%[activator][176 µM]
CN1CCC(N2C[C@@H]3C[C@H]2C(=O)N(Cc2ccc(OC(F)(F)F)cc2)c2ccccc2O3)CC1	17%
COc1ccc(-c2nc(C3CC3)nc3c2CN(S(=O)(=O)c2cccc(OC)c2)CC3)cc1	3%[6.33 µM]
CCCC(C)NC(=O)c1ccc(N(C)C)cc1 (stereo unspecified)	0%
CC1CCN(C(=O)CN2CCN(c3nc(C(C)C)c4c(c3C#N)CCC4)CC2)CC1	u
Cc1onc(-c2ccccc2Cl)c1C(=O)Nc1cccc(C(=O)NC(C)(C)C)c1	2%
COc1ccccc1CNC(=O)C[C@@H]1[C@H](O)CCC2[C@](C)(CO)[C@H](OC(=O)NC(C)C)CC[C@]21C (stereo partly specified)	4%
Nc1ccn([C@@H]2O[C@H](C(=O)N3CCN(Cc4ccccn4)CC3)[C@@H](O)[C@H]2O)c(=O)n1	u
O=C(CN1CCN(C(=O)c2ccc(OCC(F)(F)F)nc2)CC1)Nc1ccccc1Cl	1%
O=C(NN=Cc1ccccc1O)C(=O)Nc1ccc(F)cc1	3%
COc1ccc(C(=O)NC2CCN(c3cnn(C)c(=O)c3)CC2)c(OC)n1	-6%
Cc1nn2c(c1-c1ccccc1C(C)C)N(C(=O)c1ccn(C)n1)CCC2	2%[176 µM]
COc1cccc(Cn2c(C(C)n3c(-c4cnccn4)nc4ccccc43)nc3ccccc32)c1 (stereo unspecified)	3%
CCCNC(=O)CCC1CCN(c2cc(NCCC)ncn2)CC1	5%
CO[C@H]1[C@H](NC(=O)c2ccsc2)c2ccccc2C12CCN(Cc1cccc3ncccc13)CC2	-28%
